# NOD2 inhibition = inhibition of NOD2-driven NF-kB reporter – cell-based, luminescence, uHTS, HEK293 (AID 1566). one-dose inhibition, % at 4 µM; EC50 in µM for titrated hits. 290,000 tested, 0.63% active. HEK293 NOD2/NF-kB luciferase reporter, luminescence; higher % means a stronger effect; also: many of its hits are not listed in these tables
# KOR beta-arrestin-1 = kappa opioid receptor blockers – cell-based, luminescence, uHTS (AID 1778); inhibition, % at 10 µM; hits with a dose series show IC50 in µM; KOR beta-arrestin recruitment, luminescence, antagonist mode; higher % means a stronger effect; 290,000 tested, 0.091% active; also: strong numbers were not always called active
# Myeloid diff 2 = compounds promoting myeloid differentiation. ER-HoxA9 myeloid progenitors, lysozyme-GFP differentiation, flow cytometry. calls only at 10 µM. 360,000 tested, 1% active. AID 624256;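 active = normalized GFP-positive differentiation at or above the plate's own cutoff, the solvent-only control mean plus 3 SD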;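 also: cells exposed to compound for four days before flow analysis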
# GPR55 activation = selective activators of receptor GPR55 – imaging, U2OS cells, beta-arrestin-GFP redistribution, primary screen (AID 1961); 290,000 tested, 0.048% active; U2OS GPR55 beta-arrestin-GFP redistribution imaging; higher % means a stronger effect; one-dose activation, % at 10 µM; EC50 in µM for titrated hits;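 active = activation above 40% with more than 50 cells counted in the well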;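 also: U2OS osteosarcoma cells stably expressing GPR55 and beta-arrestin-GFP; plate controls were DMSO negative control for no effect and LPI positive control for full effect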
# NTR1 ag = agonists of NTR1, primary screen, imaging, U2OS cells, beta-arrestin-GFP, high content (AID 493036); P30989; NTR1-U2OS beta-arrestin-GFP spot imaging, agonist mode; 330,000 tested, 0.17% active; activation, % at 20 µM;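 active = activation at or above 40% of the spot to cytoplasm intensity ratio, with at least 20 cells analyzed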;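 also: 0% = DMSO without peptide and 100% = 100 nM NTR1 peptide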
# Target sequence (P30989 whole entry, looked up): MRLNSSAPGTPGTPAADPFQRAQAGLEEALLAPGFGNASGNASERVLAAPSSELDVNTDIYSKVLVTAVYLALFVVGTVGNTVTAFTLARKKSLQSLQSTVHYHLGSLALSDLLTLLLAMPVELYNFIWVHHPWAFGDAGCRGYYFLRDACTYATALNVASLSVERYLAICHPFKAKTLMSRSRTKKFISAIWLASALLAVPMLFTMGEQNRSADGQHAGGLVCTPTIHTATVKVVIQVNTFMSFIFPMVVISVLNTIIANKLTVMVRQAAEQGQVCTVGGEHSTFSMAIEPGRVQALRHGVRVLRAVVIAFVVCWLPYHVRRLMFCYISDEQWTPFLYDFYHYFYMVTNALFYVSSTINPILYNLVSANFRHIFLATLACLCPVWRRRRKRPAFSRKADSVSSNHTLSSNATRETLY
# T cell HTS = modulates CD8 T cell binding to vesicles. 2C CD8+ T cell-vesicle binding, flow cytometry; active compounds read low. AID 2052. 330,000 tested, 0.068% active. calls only at 7 µM;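 active = response, share of CD8 T cells binding vesicles, and their 90th percentile fluorescence all below set limits, cut at about 80% in these data, passing the limit was not always enough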
#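 Material: murine 2C transgenic CD8+ T lymphocytes / Also added: QL9-peptide-loaded Drosophila micro-vesicles bearing Ld, ICAM-1 and B7-1 / Schedule: binding step 1.5 h, 37 °C, antibody labelling 20 min, ice / Signal: flow cytometry, PE anti-B7-1 (FL2) versus Alexa647 anti-CD8 (FL8), PFA-fixed / Evaluation: percent CD8+ FL2 mean versus row control / Benchmarks: naked versus QL9-loaded vesicles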
# KOR beta-arrestin-2 = KOR agonists, beta-arrestin recruitment, primary screen, cell-based, luminescence, uHTS (AID 1777). KOR beta-arrestin recruitment, luminescence; higher % means a stronger effect. activation, % at 10 µM; hits with a dose series show EC50 in µM. 280,000 tested, 0.02% active; in the data active = activation above about 50%, passing the limit was not always enough; also: a part of the inactive calls stands beside numbers as strong as those of hits
# NOD1 NF-kB reporter = NOD1 signaling inhibitors, primary screen, cell-based, luminescence, uHTS (AID 1578) | NOD1-driven NF-kB luciferase reporter cells, luminescence; higher % means a stronger effect | one-dose inhibition, % at 4 µM; EC50 in µM for titrated hits | 290,000 tested, 1% active; in the data active = inhibition mostly above about 36%, no sharp cut-off; inactive = mostly below about 34%;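 also: HEK-293T reporter cells stimulated with the NOD1 agonist gamma-tri-DAP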
# GPR55 LPI antagonism = inhibition of LPI-stimulated GPR55 beta-arrestin translocation – imaging, U2OS, beta-arrestin-GFP, LPI agonist, primary screen (AID 2013) | U2OS GPR55 beta-arrestin-GFP translocation imaging, LPI antagonism; higher % means a stronger effect | inhibition, % at 10 µM; hits with a dose series show IC50 in µM | 290,000 tested, 0.13% active;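 active = spots per cell inhibited over 60%, with over 100 cells counted and total cytoplasm intensity under 500,000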;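 also: U2OS cells stably carrying GPR55 and arrestin-GFP stimulated by 5 µM LPI near EC80; imaged beta-arrestin-GFP aggregate spots per cell after agonist stimulation; plate controls were LPI-stimulated DMSO wells for no effect and DMSO wells without LPI for full effect; some results filed as inactive read as strong as hits; confirmed hits need IC50 under 10 µM and bright autofluorescent wells are also inconclusive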
# T cell HTS vesicle-bound % = recorded beside T cell HTS, whose call it bears; double positive events, %; measured here: CD8+ vesicle-bound cell fraction;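 binding gate set so that unloaded-vesicle control wells show 10% double positive cells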
# NTR1 ag cell count 20 µM = recorded beside NTR1 ag, whose call it bears; cell count; measured here: cell count, cytotoxicity flag
# Myeloid diff 2 GFP+ MAC1+ % = further read-out of Myeloid diff 2, marked with its call; GFP+ MAC1+ double positive, %; measured here: differentiation confirmed by MAC1 staining
# Numbers without * were called inactive; i = inactive; / = not tested or not shown; [ ] = another dose, or the depositor's remark. Rule as the data show it, unless noted: active = inhibition above about 50%; inactive = the rest. This is a subset (hit frequency here may not be typical).
SMILES,NOD2 inhibition,KOR beta-arrestin-1,Myeloid diff 2,Myeloid diff 2 GFP+ MAC1+ %,GPR55 activation,NTR1 ag,NTR1 ag cell count 20 µM,T cell HTS,T cell HTS vesicle-bound %,KOR beta-arrestin-2,NOD1 NF-kB reporter,GPR55 LPI antagonism
O=C(Oc1ccc(C(=S)N2CCOCC2)cc1)c1ccccc1[N+](=O)[O-],11%,-51%[20 µM],i,0.9,-0.4%,0.5,63,i,53,2.5%,-36%,-2%
Cc1cc(OC(C)C(N)=O)nc(-c2ccccc2)n1 (configuration not stated),3%,-3%,i,0.4,0.2%,0.6,100,i,32,-3.8%,-26%,16%
Nc1cc(C(=O)OCC(=O)N2CCOCC2)ccc1Cl,-19%,8%,i,0.4,-0.3%,0.4,42,i,29,2.9%,-1%,-7%
O=C(O)c1ccc(NC(CSCc2ccccc2F)C(=O)O)c([N+](=O)[O-])c1 (configuration not stated),15%,29%,i,0.2,-0.1%,4.0,37,i,41,3.8%,-24%,6%
NC(=O)c1ccccc1OCC(=O)N1CCCc2ccccc21,-9%,-20%,i,0.0,-0.2%,-3.2,54,i,24,9.2%,-9%,-7%
COc1ccc(N=Cc2sc(O)c3ccccc23)cc1,-215%,-28%,i,0.5,-0.3%,0.3,86,i,42,15%,-32%,-13%
COc1ccccc1CN(Cc1nc2ccccc2c(=O)[nH]1)C(=O)Nc1ccccc1C,-3%,16%,i,7.3,-0.2%,0.9,44,i,14,/,5%,-4%
Cc1ccc(-c2nnc(N3CCN(S(C)(=O)=O)CC3)c3ccccc23)cc1,7%,8%,i,0.9,-0.3%,3.6,66,i,56,-0.8%,10%,3%
COc1cc(C(=O)N/N=C/c2cn(Cc3ccccc3)c3ccccc23)ccc1O,14%,4%,i,3.8,-0.1%,2.2,45,i,59,-6.5%,22%,2%
O=S(=O)(Nc1ccc2ccccc2c1)c1ccccc1,-6%,7%,i,0.8,0.1%,0.2,60,i,47,2.7%,0%,-1%
CCOC(=O)c1[nH]c2ccccc2c1NC(=S)Nc1cccc(C)c1C,3%,15%,i,1.7,0.7%,-2.6,62,i,35,-3.2%,-16%,9%
CC(=O)c1ccc(O)c(CC=C(C)C)c1,34%,7%,i,2.8,0.0%,-0.5,95,i,40,4.2%,15%,-3%
COc1ccc(C2C(C#N)=C(N)Oc3cc(C)n(Cc4ccco4)c(=O)c32)cc1 (configuration not stated),2%,40%,i,4.1,0.0%,0.4,87,i,62,-2.6%,8%,11%
CC(=O)c1ccccc1OC(=O)c1c(F)cccc1F,7%,-13%,i,0.7,0.2%,0.7,60,i,32,0.7%,-1%,2%
CCCCn1c(SCC(=O)NC2CC2)nc2ccccc2c1=O,-12%,1%,i,0.6,-0.1%,0.8,56,i,9,2.6%,-44%,8%

# Record cards (already shown). Screens in order: NOD2 inhibition | KOR beta-arrestin-1 | Myeloid diff 2 | Myeloid diff 2 GFP+ MAC1+ % | GPR55 activation | NTR1 ag | NTR1 ag cell count 20 µM | T cell HTS | T cell HTS vesicle-bound % | KOR beta-arrestin-2 | NOD1 NF-kB reporter | GPR55 LPI antagonism
# Shown for COc1ccc(N=Cc2sc(O)c3ccccc23)cc1 : -215% | -28% | i | 0.5 | -0.3% | 0.3 | 86 | i | 42 | 15% | -32% | -13%
# Shown for O=C(Oc1ccc(C(=S)N2CCOCC2)cc1)c1ccccc1[N+](=O)[O-] : 11% | -51%[20 µM] | i | 0.9 | -0.4% | 0.5 | 63 | i | 53 | 2.5% | -36% | -2%

# Next part
SMILES,NOD2 inhibition,KOR beta-arrestin-1,Myeloid diff 2,Myeloid diff 2 GFP+ MAC1+ %,GPR55 activation,NTR1 ag,NTR1 ag cell count 20 µM,T cell HTS,T cell HTS vesicle-bound %,KOR beta-arrestin-2,NOD1 NF-kB reporter,GPR55 LPI antagonism
COc1ccccc1NC(=O)c1nn(-c2ccccc2)ccc1=O,16%,14%,i,0.6,-0.2%,1.0,57,i,20,-2.4%,-15%,7%
Cc1nn(C)c(C(=O)Sc2ccccc2)c1[N+](=O)[O-],8%,16%,i,0.4,0.1%,2.0,54,i,28,1.0%,-6%,7%
CC(C(=O)O)n1c(C(F)(F)F)nc2ccccc21 (configuration not stated),16%,-11%,i,0.6,0.3%,-1.2,61,i,12,-0.6%,-5%,17%
COC(=O)CCC(=O)OC1(C)C(=O)C2=CN(CCCCO)C(c3ccc(OC)cc3)=CC2=C(Br)C1=O (configuration not stated),-11%,-12%[20 µM],/,/,0.2%,4.3,55,i,7,0.0%,36%,15%
O=C(CN1C(=O)COc2ccc(S(=O)(=O)N3CCCC3)cc21)N1CCCC1,19%,-14%,i,0.3,0.3%,-2.3,65,i,7,1.0%,0%,0%
COc1ccc(OC(=O)COc2cc(C)ccc2C)cc1,8%,-21%,i,0.7,-0.3%,1.2,78,i,57,-4.4%,-24%,-9%
Cc1ccccc1NC(=O)CSc1nc(N2CCCCC2)nc(N2CCCCC2)n1,26%,3%,i,1.6,-0.1%,-0.1,74,i,44,-1.1%,17%,-7%
C=CCn1cc(C(=O)NCC2CCCO2)c(=O)c2cc(S(=O)(=O)N3CCCCCC3)ccc21 (configuration not stated),-8%,-15%,i,1.2,0.0%,3.0,51,i,50,3.7%,-31%,3%
COc1ccc(O)c(/C=C2/SC(=S)N(Cc3ccccc3)C2=O)c1,-8%,14%,i,0.7,-0.2%,-3.2,84,i,23,6.2%,-4%,2%
O=C(NC1CC1)C1=C[C@H](c2csc3ccccc23)C[C@H](OCCCCO)O1,18%,5%,i,1.3,0.1%,-4.5,92,i,35,-6.8%,-21%,10%
Nc1cc(C(=O)O)ccc1Sc1ccccc1C(=O)O,1%,-16%,i,0.4,-1.2%,2.7,55,i,3,1.2%,19%,8%
Cn1nnnc1SCCNCc1cccnc1,0%,18%,i,17,-0.2%,-0.7,76,i,17,31%,-9%,3%
COc1ccc(N2CCN(C(=O)CN3CCN(C(c4ccccc4)c4ccccc4)CC3)CC2)cc1,5%,6%,i,0.3,-0.1%,0.1,69,i,3,7.1%,-7%,2%
O=C(NCCCNC(=O)c1ccccn1)c1cccc(F)c1,-4%,-10%,i,0.3,-0.1%,-1.4,44,i,35,0.5%,17%,-1%
C/C=C\C(=O)Nc1cccc(C2=NOC3(C2)C[C@H](C(N)=O)N(C(=O)[C@H]2CCC(=O)N2)C3)c1 (some centres not stated),10%,3%,/,/,-0.2%,-0.9,95,i,39,2.2%,-5%,5%

# 3 structures out of the list, arranged by count of non-hydrogen atoms, descending.
SMILES,NOD2 inhibition,KOR beta-arrestin-1,Myeloid diff 2,Myeloid diff 2 GFP+ MAC1+ %,GPR55 activation,NTR1 ag,NTR1 ag cell count 20 µM,T cell HTS,T cell HTS vesicle-bound %,KOR beta-arrestin-2,NOD1 NF-kB reporter,GPR55 LPI antagonism
COC(=O)CCC(=O)OC1(C)C(=O)C2=CN(CCCCO)C(c3ccc(OC)cc3)=CC2=C(Br)C1=O (configuration not stated),-11%,-12%[20 µM],/,/,0.2%,4.3,55,i,7,0.0%,36%,15%
O=C(NC1CC1)C1=C[C@H](c2csc3ccccc23)C[C@H](OCCCCO)O1,18%,5%,i,1.3,0.1%,-4.5,92,i,35,-6.8%,-21%,10%
Nc1cc(C(=O)O)ccc1Sc1ccccc1C(=O)O,1%,-16%,i,0.4,-1.2%,2.7,55,i,3,1.2%,19%,8%

# (listing goes on)
SMILES,NOD2 inhibition,KOR beta-arrestin-1,Myeloid diff 2,Myeloid diff 2 GFP+ MAC1+ %,GPR55 activation,NTR1 ag,NTR1 ag cell count 20 µM,T cell HTS,T cell HTS vesicle-bound %,KOR beta-arrestin-2,NOD1 NF-kB reporter,GPR55 LPI antagonism
OCCNCCSc1ccc(Cl)cc1,13%,-6%,i,0.4,0.6%,2.0,81,i,52,-3.3%,-26%,0%
CC1(C)Cc2c(C#N)c(SCCO)nc(N3CCOCC3)c2CO1,14%,34%,i,0.2,0.2%,1.9,94,i,21,-0.6%,-4%,6%
COc1ccc(CC(=O)OCC(=O)NCc2ccccc2Cl)cc1OC,5%,20%,i,0.2,0.1%,-1.4,72,i,40,-2.4%,-46%,3%
CCN1CCN(c2cc(C)c3cc(NC(=O)c4ccncc4)ccc3n2)CC1,-12%,-2%,i,3.4,-0.2%,-2.2,83,i,28,4.0%,-14%,-5%
Cc1cccc(NC(=O)c2ccc([N+](=O)[O-])cc2Cl)n1,13%,2%,i,0.3,1.3%,0.2,53,i,14,5.0%,-27%,1%
COc1cccc(N2CCN(C(=O)CCS(=O)(=O)c3ccc4c(c3)oc(=O)n4C)CC2)c1,12%,22%,i,0.0,-0.2%,0.7,50,i,22,-1.4%,-3%,2%
OC(Cn1cnnc1)c1ccccc1 (configuration not stated),-18%,18%,i,0.2,0.3%,0.2,102,i,46,-2.7%,-10%,10%
CCOC(=O)CSc1nc2cc(C(=O)NCC3CCCO3)ccc2c(=O)n1Cc1ccco1 (configuration not stated),12%,6%,i,0.8,-0.1%,-1.3,85,i,54,-4.7%,-52%,17%
COc1c(Cl)cc(Cl)cc1CNCc1ccccc1,-2%,-22%[20 µM],i,0.0,-0.1%,-0.4,84,i,35,-1.3%,-16%,3%
CCCCC(CC)CNC(=O)Cn1c(=S)[nH]c2ncccc2c1=O (configuration not stated),7%,-9%,/,/,-0.6%,0.1,64,i,42,-3.7%,-40%,0%
O=C(NCCN1CCN(c2ccccc2)CC1)C1CCCN(S(=O)(=O)c2cnc[nH]2)C1 (configuration not stated),5%,34%,i,3.5,0.4%,-4.0,65,i,37,4.3%,12%,7%

# Screening data deposited in PubChem BioAssay by several laboratories.
